HIV peptide binding: inhibitors of HIV fusion peptide binding, primary screen, biochemical, uHTS, fluorescence dequenching (AID 1986); cell-free peptide binding, fluorescence dequenching, 30 min; higher % means a stronger effect; one-dose inhibition, % at 20 µM; IC50 in µM for titrated hits; hit rate 0.3% among 290,000; in the data active = inhibition mostly above about 52%, no sharp cut-off; inactive = mostly below about 76%; note: some results filed as inactive read as strong as hits
MgcRacGAP inhibition: MgcRacGAP GTPase-activating activity inhibitors, confirmation, biochemical, ADP Hunter fluorescence; MgcRacGAP-stimulated Rac1 GTP hydrolysis, ADP Hunter fluorescence; higher % means a stronger effect; GST-tagged Rac1 F28L mutant substrate; inhibition, % at 30 µM; hits with a dose series show IC50 in µM; hit rate 0.6% among 340,000;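 active = first-screen hits whose inhibition reached a set limit at any dose in the follow-up dose series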;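 note: fluorescence reports GDP produced by GAP-driven GTP hydrolysis; strong numbers were not always called active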
GPR35 arrestin U2OS: GPR35 antagonists blocking zaprinast-driven arrestin recruitment, primary screen, imaging, U2OS, beta-arrestin-GFP, zaprinast agonist (AID 2058). hit rate 0.052% among 290,000. one-dose inhibition, % at 10 µM; IC50 in µM for titrated hits. U2OS GPR35 beta-arrestin-GFP translocation imaging, zaprinast antagonism; higher % means a stronger effect;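 active = inhibition of at least 50% with at least 30 cells and total cytoplasm GFP at most 10,000,000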
Siah-1 displacement: Siah-1 peptide-binding antagonists, primary screen, biochemical, fluorescence polarization, rhodamine-plectin, uHTS (AID 1817); Siah-1 / rhodamine-plectin peptide fluorescence polarization; higher % means a stronger effect; one-dose displacement, % at 20 µM; IC50 in µM for titrated hits; hit rate 0.02% among 290,000;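 active = displacement of at least 50% at 20 µM, with a fluorescence ratio check between 0.3 and a set limit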;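 note: plate controls were Siah plus tracer with DMSO for no effect and tracer alone without Siah for full effect; strong numbers were not always called active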
Myeloid diff 2: myeloid differentiation induction; ER-HoxA9 myeloid progenitors, lysozyme-GFP differentiation, flow cytometry; calls only at 10 µM; hit rate 1% among 360,000;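 active = normalized GFP-positive differentiation at or above the plate's own cutoff, the solvent-only control mean plus 3 SD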;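 note: cells exposed to compound for four days before flow analysis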
GPR55 LPI antagonism: inhibition of LPI-stimulated GPR55 beta-arrestin translocation – imaging, U2OS, beta-arrestin-GFP, LPI agonist, primary screen (AID 2013) | U2OS GPR55 beta-arrestin-GFP translocation imaging, LPI antagonism; higher % means a stronger effect | hit rate 0.13% among 290,000 | inhibition, % at 10 µM; hits with a dose series show IC50 in µM;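 active = spots per cell inhibited over 60%, with over 100 cells counted and total cytoplasm intensity under 500,000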;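 note: U2OS cells stably carrying GPR55 and arrestin-GFP stimulated by 5 µM LPI near EC80; imaged beta-arrestin-GFP aggregate spots per cell after agonist stimulation; plate controls were LPI-stimulated DMSO wells for no effect and DMSO wells without LPI for full effect; some results filed as inactive read as strong as hits; confirmed hits need IC50 under 10 µM and bright autofluorescent wells are also inconclusive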
NTR1 ag: agonists of NTR1, primary screen, imaging, U2OS cells, beta-arrestin-GFP, high content (AID 493036). hit rate 0.17% among 330,000. activation, % at 20 µM. NTR1-U2OS beta-arrestin-GFP spot imaging, agonist mode. P30989;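 active = activation at or above 40% of the spot to cytoplasm intensity ratio, with at least 20 cells analyzed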;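 note: 0% = DMSO without peptide and 100% = 100 nM NTR1 peptide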
Target sequence (P30989 whole entry, looked up): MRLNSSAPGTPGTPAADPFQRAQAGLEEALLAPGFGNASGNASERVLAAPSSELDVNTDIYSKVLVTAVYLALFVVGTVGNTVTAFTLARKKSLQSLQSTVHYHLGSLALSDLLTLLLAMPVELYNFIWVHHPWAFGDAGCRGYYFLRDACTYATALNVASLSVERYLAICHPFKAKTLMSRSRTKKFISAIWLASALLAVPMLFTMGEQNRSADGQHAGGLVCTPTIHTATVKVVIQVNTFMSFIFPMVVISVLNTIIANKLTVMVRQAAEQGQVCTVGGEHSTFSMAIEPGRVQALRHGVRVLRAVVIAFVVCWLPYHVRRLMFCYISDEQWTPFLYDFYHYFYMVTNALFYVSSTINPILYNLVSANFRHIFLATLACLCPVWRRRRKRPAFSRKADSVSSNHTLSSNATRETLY
Salmonella PhoP GFP: inhibitors of PhoP regulon expression, primary screen, Salmonella Typhimurium, GFP reporter (AID 1863); S. Typhimurium PhoP-regulated promoter GFP reporter, 4 h; higher % means a stronger effect; inhibition, % at 50 µM; hits with a dose series show IC50 in µM; hit rate 0.16% among 300,000;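 active = inhibition over 29.93%, a cutoff 3 SD above the screen mean, later confirmed by dose response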;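 note: 0% = low Mg2+ inducing control and 100% = high Mg2+ repressing control; strong numbers were not always called active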
LYP inhibition: PTPN22 lymphoid phosphatase activity blockers – biochemical, fluorescence intensity, uHTS (AID 1779); recombinant LYP phosphatase, fluorescence intensity; higher % means a stronger effect; hit rate 0.054% among 290,000; inhibition, % at 11.5 µM, or IC50 in µM where a hit was titrated; in the data active = inhibition above about 50%;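 note: plate controls were vehicle with enzyme for no effect and no enzyme for full effect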
NTR1 ag cell count 20 µM: second read-out of NTR1 ag, no call of its own (marks repeat the call); cell count; measured here: cell count, cytotoxicity flag
Myeloid diff 2 GFP+ MAC1+ %: second read-out of Myeloid diff 2, no call of its own (marks repeat the call); GFP+ MAC1+ double positive, %; measured here: differentiation confirmed by MAC1 staining
Numbers without * were called inactive.

`CC(=O)Nc1ccc(OCC=C(Cl)Cl)cc1` gave HIV peptide binding 1.5%, MgcRacGAP inhibition 8%, GPR35 arrestin U2OS -1%, Siah-1 displacement 0%, Myeloid diff 2 inactive, GPR55 LPI antagonism 4%, NTR1 ag -0.6, Salmonella PhoP GFP 3%, LYP inhibition 4%, NTR1 ag cell count 20 µM 62 and Myeloid diff 2 GFP+ MAC1+ % 1.3.
`Cc1nc2c(sc3nc4c(cc32)COC(C)(C)C4)c(=O)o1` gave HIV peptide binding 3.0%, MgcRacGAP inhibition 13%, GPR35 arrestin U2OS -6%, Siah-1 displacement 3%, Myeloid diff 2 inactive, GPR55 LPI antagonism -11%, NTR1 ag 1.0, Salmonella PhoP GFP -10%, LYP inhibition 5%, NTR1 ag cell count 20 µM 56 and Myeloid diff 2 GFP+ MAC1+ % 0.2.
CCOC(=O)C(=O)Cc1nc2ccccc2s1 was read as HIV peptide binding 3.0%, MgcRacGAP inhibition 14%, GPR35 arrestin U2OS -2%, Siah-1 displacement 18%, Myeloid diff 2 inactive, GPR55 LPI antagonism 0%, NTR1 ag -0.6, Salmonella PhoP GFP -2%, LYP inhibition 0%, NTR1 ag cell count 20 µM 49 and Myeloid diff 2 GFP+ MAC1+ % 0.5.
CC(C)C1CC(CCNCc2ccc(N(C)C)cc2)(c2ccccc2)CCO1 (configuration not stated) was read as HIV peptide binding -0.1%, MgcRacGAP inhibition -3%, GPR35 arrestin U2OS -7%, Siah-1 displacement -7%, Myeloid diff 2 inactive, GPR55 LPI antagonism 17%, NTR1 ag 5.5, Salmonella PhoP GFP 11%, LYP inhibition -6%, NTR1 ag cell count 20 µM 81 and Myeloid diff 2 GFP+ MAC1+ % 0.6.
For Cc1ccc2c(CN3C(=O)NC4(CCCCC4)C3=O)cc(=O)oc2c1C the results were HIV peptide binding -3.7%, MgcRacGAP inhibition 8%, GPR35 arrestin U2OS -12%, Siah-1 displacement -1%, Myeloid diff 2 inactive, GPR55 LPI antagonism 4%, NTR1 ag -1.0, Salmonella PhoP GFP 1%, LYP inhibition -3%, NTR1 ag cell count 20 µM 59 and Myeloid diff 2 GFP+ MAC1+ % 5.8.
`CCOC(=O)N1CCC(Nc2c(-c3ccc(C)cc3)c(=O)c2=O)CC1` gave HIV peptide binding 0.2%, MgcRacGAP inhibition 4%, GPR35 arrestin U2OS -11%, Siah-1 displacement -4%, Myeloid diff 2 inactive, GPR55 LPI antagonism 6%, NTR1 ag -0.4, Salmonella PhoP GFP -9%, LYP inhibition -7%, NTR1 ag cell count 20 µM 85 and Myeloid diff 2 GFP+ MAC1+ % 0.8.
`CC(O)(CS(=O)(=O)Cc1cccc(C(F)(F)F)c1)C(=O)Nc1cccc(C(F)(F)F)c1` (configuration not stated) gave HIV peptide binding 0.3%, MgcRacGAP inhibition -7%, GPR35 arrestin U2OS 4%, Siah-1 displacement 2%, Myeloid diff 2 inactive, GPR55 LPI antagonism 18%, NTR1 ag 2.2, Salmonella PhoP GFP 6%, LYP inhibition 3%, NTR1 ag cell count 20 µM 65 and Myeloid diff 2 GFP+ MAC1+ % 10.
COc1ccccc1NC(=O)c1ccc(NS(=O)(=O)c2c(C)noc2C)cc1 was read as HIV peptide binding -3.2%, MgcRacGAP inhibition 7%, GPR35 arrestin U2OS -2%, Siah-1 displacement 2%, Myeloid diff 2 inactive, GPR55 LPI antagonism 16%, NTR1 ag -3.8, Salmonella PhoP GFP -2%, LYP inhibition -3%, NTR1 ag cell count 20 µM 86 and Myeloid diff 2 GFP+ MAC1+ % 1.0.
`CC(OC(=O)CC1CC2CCC1C2)C(=O)Nc1cccc(S(=O)(=O)N2CCOCC2)c1` (configuration not stated) gave MgcRacGAP inhibition -3%, Myeloid diff 2 inactive, NTR1 ag -0.9, Salmonella PhoP GFP 13%, NTR1 ag cell count 20 µM 62 and Myeloid diff 2 GFP+ MAC1+ % 0.9.
O=C(Nc1ccc(-c2n[nH]c(=S)o2)cc1)c1ccccc1Br was read as HIV peptide binding 1.7%, MgcRacGAP inhibition 14%, GPR35 arrestin U2OS 8%, Siah-1 displacement 4%, Myeloid diff 2 inactive, GPR55 LPI antagonism 9%, NTR1 ag 3.8, Salmonella PhoP GFP 2%, LYP inhibition -9%, NTR1 ag cell count 20 µM 40 and Myeloid diff 2 GFP+ MAC1+ % 1.3.
COc1ccc(/C=N/NC(=O)c2ccc3ccccc3c2)cc1OS(=O)(=O)c1ccc(NC(C)=O)cc1 was read as HIV peptide binding 0.6%, MgcRacGAP inhibition 7%, GPR35 arrestin U2OS -6%, Siah-1 displacement 2%, GPR55 LPI antagonism -17%, NTR1 ag 2.8, Salmonella PhoP GFP -1%, LYP inhibition -5% and NTR1 ag cell count 20 µM 60.
`CCCCCCC1CC(CCc2nc(=S)[nH][nH]2)C(=O)O1` (configuration not stated) gave HIV peptide binding 1.6%, MgcRacGAP inhibition 7%, GPR35 arrestin U2OS -6%, Siah-1 displacement 8%, Myeloid diff 2 inactive, GPR55 LPI antagonism 1%, NTR1 ag 0.2, Salmonella PhoP GFP 1%, LYP inhibition -4%, NTR1 ag cell count 20 µM 36 and Myeloid diff 2 GFP+ MAC1+ % 0.7.
Screening COC(=O)c1ccc(C(=O)NC(=S)Nc2ccc3nc(SC)sc3c2)cc1 returned HIV peptide binding 0.4%, MgcRacGAP inhibition 9%, GPR35 arrestin U2OS 2%, Siah-1 displacement 0%, Myeloid diff 2 inactive, GPR55 LPI antagonism 6%, NTR1 ag -1.0, Salmonella PhoP GFP 1%, LYP inhibition -7%, NTR1 ag cell count 20 µM 63 and Myeloid diff 2 GFP+ MAC1+ % 0.1.
`CCN(CC)CCOC(=O)/C=C/c1ccccc1` gave HIV peptide binding -1.7%, MgcRacGAP inhibition 9%, GPR35 arrestin U2OS 6%, Siah-1 displacement -3%, Myeloid diff 2 inactive, GPR55 LPI antagonism 2%, NTR1 ag 0.2, Salmonella PhoP GFP -1%, LYP inhibition -3%, NTR1 ag cell count 20 µM 51 and Myeloid diff 2 GFP+ MAC1+ % 0.8.
For Cc1ccc(C)c(N(CC(=O)NC2CCCC2)C(=O)c2csnn2)c1 the results were HIV peptide binding 19%, MgcRacGAP inhibition 8%, GPR35 arrestin U2OS 10%, Siah-1 displacement 5%, Myeloid diff 2 inactive, GPR55 LPI antagonism 2%, NTR1 ag 0.7, Salmonella PhoP GFP 2%, LYP inhibition -7%, NTR1 ag cell count 20 µM 36 and Myeloid diff 2 GFP+ MAC1+ % 1.2.

The closing two compounds of the part before lead into the next:
`CCN(CC)CCOC(=O)/C=C/c1ccccc1` gave HIV peptide binding -1.7%, MgcRacGAP inhibition 9%, GPR35 arrestin U2OS 6%, Siah-1 displacement -3%, Myeloid diff 2 inactive, GPR55 LPI antagonism 2%, NTR1 ag 0.2, Salmonella PhoP GFP -1%, LYP inhibition -3%, NTR1 ag cell count 20 µM 51 and Myeloid diff 2 GFP+ MAC1+ % 0.8.
For Cc1ccc(C)c(N(CC(=O)NC2CCCC2)C(=O)c2csnn2)c1 the results were HIV peptide binding 19%, MgcRacGAP inhibition 8%, GPR35 arrestin U2OS 10%, Siah-1 displacement 5%, Myeloid diff 2 inactive, GPR55 LPI antagonism 2%, NTR1 ag 0.7, Salmonella PhoP GFP 2%, LYP inhibition -7%, NTR1 ag cell count 20 µM 36 and Myeloid diff 2 GFP+ MAC1+ % 1.2.
CCC(=O)N1CCc2cc(S(=O)(=O)NCCN3CCCCC3CC)ccc21 (configuration not stated) was read as HIV peptide binding -3.6%, MgcRacGAP inhibition 3%, GPR35 arrestin U2OS -10%, Siah-1 displacement -3%, Myeloid diff 2 inactive, GPR55 LPI antagonism 16%, NTR1 ag -0.7, Salmonella PhoP GFP -5%, LYP inhibition -3%, NTR1 ag cell count 20 µM 58 and Myeloid diff 2 GFP+ MAC1+ % 1.3.
Screening CNS(=O)(=O)c1cnccc1N1CCN(c2cccc(C)c2)CC1 returned HIV peptide binding 2.6%, MgcRacGAP inhibition 6%, GPR35 arrestin U2OS 12%, Siah-1 displacement 2%, Myeloid diff 2 inactive, GPR55 LPI antagonism -9%, NTR1 ag -0.4, Salmonella PhoP GFP 2%, LYP inhibition -8%, NTR1 ag cell count 20 µM 59 and Myeloid diff 2 GFP+ MAC1+ % 1.1.
For O=S(=O)(c1ccc(-c2nc3ccccc3s2)cc1)N1CCCC1 the results were HIV peptide binding 0.5%, MgcRacGAP inhibition 11%, GPR35 arrestin U2OS -4%, Siah-1 displacement -4%, Myeloid diff 2 inactive, GPR55 LPI antagonism -8%, NTR1 ag 1.5, Salmonella PhoP GFP -3%, LYP inhibition -8%, NTR1 ag cell count 20 µM 81 and Myeloid diff 2 GFP+ MAC1+ % 5.0.
`CC(C)Oc1cc(C(=O)NC2CCCCC2)c2ccccc2n1` gave HIV peptide binding -0.6%, MgcRacGAP inhibition 5%, GPR35 arrestin U2OS 8%, Siah-1 displacement 3%, GPR55 LPI antagonism 2%, NTR1 ag -0.1, Salmonella PhoP GFP -8%, LYP inhibition -9% and NTR1 ag cell count 20 µM 58.
For Fc1ccc(-c2csc3ncnc(N4CCN(c5ccccc5)CC4)c23)cc1 the results were HIV peptide binding 1.1%, MgcRacGAP inhibition -1%, GPR35 arrestin U2OS 9%, Siah-1 displacement -4%, Myeloid diff 2 inactive, GPR55 LPI antagonism 6%, NTR1 ag 4.9, Salmonella PhoP GFP 6%, LYP inhibition -2%, NTR1 ag cell count 20 µM 60 and Myeloid diff 2 GFP+ MAC1+ % 0.8.
For CCN(CC)C1CC(=O)N(c2cccc(C)c2)C1=O (configuration not stated) the results were HIV peptide binding 3.3%, GPR35 arrestin U2OS -8%, Siah-1 displacement 0%, GPR55 LPI antagonism 0%, NTR1 ag 7.0, Salmonella PhoP GFP 6%, LYP inhibition -7% and NTR1 ag cell count 20 µM 48.
O=C(CNS(=O)(=O)c1cccc2nsnc12)NC1CCCCC1 was read as HIV peptide binding -0.9%, MgcRacGAP inhibition 0%, GPR35 arrestin U2OS -3%, Siah-1 displacement -1%, Myeloid diff 2 inactive, GPR55 LPI antagonism 5%, NTR1 ag 0.7, Salmonella PhoP GFP 0%, LYP inhibition -4%, NTR1 ag cell count 20 µM 80 and Myeloid diff 2 GFP+ MAC1+ % 0.7.
Screening CCc1ccc(NC(=O)c2onc(C)c2Cl)cc1 returned HIV peptide binding -0.4%, MgcRacGAP inhibition 8%, GPR35 arrestin U2OS 3%, Siah-1 displacement -1%, Myeloid diff 2 inactive, GPR55 LPI antagonism 9%, NTR1 ag -2.9, Salmonella PhoP GFP 13%, LYP inhibition 1%, NTR1 ag cell count 20 µM 66 and Myeloid diff 2 GFP+ MAC1+ % 1.5.
